# Compound activity deposited in PubChem BioAssay by Broad Institute.
# ERAP1 HTS inh = human ERAP1 aminopeptidase inhibitors, primary screen, biochemical, single point, plate reader. Endoplasmic reticulum aminopeptidase 1 (Homo sapiens), Q9NZ08. recombinant ERAP1, Leu-AMC fluorescence, 60 min. inhibition, % at 10.7 µM. actives 0.15% (n = 340,000);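 active means mean replicate inhibition of at least 30%, or all replicates individually reaching that 30% level; inactive means mean below 30% and not every replicate reaching it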;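 further: 0% = neutral control wells and 100% = L-leucinethiol positive control wells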
# S100A4 inh HTS = inhibitors of S100A4-myosin IIA peptide binding, primary screen, biochemical, fluorescence polarization, TAMRA-MyoIIA peptide. Protein S100-A4 (Homo sapiens), P26447. actives 0.14% (n = 360,000). inhibition, % at 10.7 µM;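 active means mean inhibition of at least 70% across replicates, with every replicate also reaching that level; inconclusive means mean inhibition reaches 70% but some replicates fall short; inactive means mean inhibition below 70%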
# Target sequence (P26447 whole entry, looked up): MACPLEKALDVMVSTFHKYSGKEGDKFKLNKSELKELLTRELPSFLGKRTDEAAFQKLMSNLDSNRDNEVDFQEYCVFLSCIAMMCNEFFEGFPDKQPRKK
#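 assay system = human S100A4 monomer with TAMRA-labelled myosin IIA peptide | also added = labelled myosin peptide probe, 5 nM | incubation = 5 min between mix addition and reading | control set = DMSO and TFP controls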
# C2C12 statin = suppressors of statin myotoxicity in C2C12 myotubes, primary screen, cell-based, single point, plate reader | rescue of ATP level, % at 7.49 µM | C2C12 myotubes + simvastatin, ATP luminescence, 48 h; scaled: DMSO 0, geranylgeraniol control 100 | actives 0.78% (n = 330,000);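 active means mean ATP rescue above about 67%, or every replicate alone reaching that limit, limit read from the data, passing the limit was not always enough; inconclusive means no clear call, values can overlap the other calls; inactive means mean under the limit and some replicate under it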;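 further: myotubes were challenged with 10 µM simvastatin during compound exposure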
# PGC1a acetyl inh = inhibitors of PGC1a acetylation signal, primary screen, cell-based, U2OS, AlphaScreen, inhibitor mode; AlphaScreen anti-acetyl-lysine; with virally co-expressed GCN5 acetyltransferase; inhibition, % at 15.6 µM; actives 0.17% (n = 350,000);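 active means every replicate shows inhibition of at least 40%; inconclusive means mean inhibition at least 40% but some replicate below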;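 further: 0% = neutral control wells and 100% = positive control wells; some results beyond the cut were filed as inactive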
# LGR2 antag = inhibitors of bursicon-induced LGR2 CRE-luciferase signal, primary screen, cell-based, HEK293, CRE-luciferase reporter, bursicon stimulation; bursicon-stimulated, 4 h; inhibition, % at 9.99 µM; actives 0.35% (n = 380,000);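 active means drop in luminescence signal, shown as inhibition above about 50% in the replicate tests, limit read from the data, passing the limit was not always enough; inconclusive means probably only some replicates passing the limit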;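 further: agonist challenge used bursicon conditioned medium at about half maximal strength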
# SIRT5 block = SIRT5 desuccinylase inhibitors, primary screen, biochemical, fluorescence imaging, single point, set 5. NAD-dependent protein deacylase sirtuin-5, mitochondrial (Homo sapiens), Q9NXA8. Purified SirT5, succinyl-peptide AMC, trypsin-coupled fluorescence. inhibition, % at 15 µM. actives 1.1% (n = 330,000); in the data active means inhibition above about 15%; inconclusive means no clear call, values can overlap the other calls
# Target sequence (Q9NXA8 whole entry, looked up): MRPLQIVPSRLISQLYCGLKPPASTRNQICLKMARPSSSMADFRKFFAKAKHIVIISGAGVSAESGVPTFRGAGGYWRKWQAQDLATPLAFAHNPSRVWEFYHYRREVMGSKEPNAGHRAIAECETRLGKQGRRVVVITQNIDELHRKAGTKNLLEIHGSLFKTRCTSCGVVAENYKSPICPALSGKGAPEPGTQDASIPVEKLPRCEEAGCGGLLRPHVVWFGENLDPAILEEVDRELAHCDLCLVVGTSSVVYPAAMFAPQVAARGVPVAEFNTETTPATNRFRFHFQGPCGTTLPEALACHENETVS
# XiGFP reactiv = activators of inactive X chromosome reactivation, primary screen, imaging, XiGFP fibroblasts, GFP high-content imaging, set 2. activation, % at 7.58 µM. AID 743238, 2013. XiGFP mouse fibroblasts, % GFP-positive cells imaging, 3 d; cells co-treated with 5-aza-dC sensitizer; scaled so ellipticine positive control = 100%. actives 0.055% (n = 360,000);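 active means mean normalized replicate activation at least 10% and every replicate at or above 10%; inconclusive means only one of the two criteria met; inactive means mean below 10% and not all replicates reach 10%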;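 further: 0% = median of on-plate neutral control wells and 100% = ellipticine 6 µM median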
#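 assay system = SV40-immortalized XiGFP fibroblast cells, line 68-5-11 | buffer or medium = DMEM plus 5-aza-dC sensitizer | doses = single-point pinned compound dosing | times = 3-day compound exposure, then 15 min fixation at room temperature | benchmarks = positive control ellipticine, 6 µM final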
# Cneo AK release = Cryptococcus neoformans cell lysis inducers, primary screen, AK release luminescence, single concentration; lysis activity, % at 15 µM; C. neoformans lysis, adenylate kinase release luminescence, 4 h; normalised: neutral wells 0, clomiphene wells 100; actives 0.2% (n = 360,000);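 active means mean lysis activity across replicates of at least 80%, whatever share of replicates individually reach that level; inactive means mean lysis activity below 80%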
#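 Assay system: log-phase C. neoformans yeast / Quantity: yeast cell density of 5 × 10^6 cells/mL / Medium: fresh YPD growth medium / Compound: single dose / Timing: static 4 h at 37 °C with compound, 1 h detection / Measured by: adenylate kinase release luminescence / Read-out: lysis from increased AK signal / Benchmarks: Clomiphene as positive lysis control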
# Active calls of the source: *; ? = inconclusive; nt = not tested or not shown; & = joins results of further samples. These rows are one share of the data, so the mix of outcomes need not match the whole.
# Results follow in this order: ERAP1 HTS inh	S100A4 inh HTS	C2C12 statin	PGC1a acetyl inh	LGR2 antag	SIRT5 block	XiGFP reactiv	Cneo AK release
Cc1ccccc1N(CC(=O)N1CCc2ccccc2C1)S(C)(=O)=O
→ -3	1	0	-2	-3	-7	-0.1	2
COc1ccc([C@H]2CC(=O)C=C(c3c(OC)cccc3OC)C2)cc1
→ 0	-9	-7	nt	-7	nt	0.1	-2
Cc1nn(-c2ncc(C(F)(F)F)cc2Cl)c(=O)n1-c1ccccc1F
→ 1	-13	2	8	0	-4	0.2	0
Nc1nnc(SCC(=O)N2CCCCC2)s1
→ 0	7	5	0	-2	-21	0.0	0
C[C@@H]1CN([C@H](C)CO)S(=O)(=O)c2ccc(-c3ccncc3)cc2O[C@@H]1CN(C)Cc1ccccc1
→ 0	-8	nt	18	-3	5	-1.2	-6
Cc1nc2cc(NC(=O)Nc3ccc(Br)cc3)ccc2o1
→ -3	5	nt	nt	-98	-3	0.5	nt
O=C(NNC(=O)c1cccnc1)NC1CCCCC1
→ -3	-4	nt	nt	-14	-4	0.0	nt
Cc1cccc(C)c1OCC(=O)N1CCc2ccccc2C1
→ nt	-3	13	-8	-9	-1	0.2	0
C[C@@H]1CN([C@H](C)CO)C(=O)c2cc(NC(=O)Nc3ccc(C(F)(F)F)cc3)ccc2O[C@H]1CN(C)S(=O)(=O)c1ccccc1
→ -6	0	-23	13	1&30	-1	-0.1&0.4	1
C[C@H](CO)N1C[C@H](C)[C@@H](CN(C)Cc2ccccc2)Oc2ccc(NS(=O)(=O)c3ccc(Cl)cc3)cc2CC1=O
→ 0	-9	58	nt	5	4	0.1	-2
CO[C@H]1CN(C)C(=O)c2cc(NC(=O)C3CCCC3)ccc2OC[C@H](C)N(CC2CC2)C[C@H]1C
→ 1	15	-2	3	16	0	0.2	-5
CCC1CCCCN1CCCNC(=O)C1CCN(c2ncnc3c2nc2n3CCCCC2)CC1 (configuration not stated)
→ 5	-10	-1	nt	19	-3	0.0	-1
O=C(c1ccco1)N1CCN(C(=O)C23CC4CC(CC(C4)C2)C3)CC1
→ 0	-2	-3	-1	11	-2	0.2	1
CC(C)NC(=O)/C(C#N)=C\c1ccc(N(C)C)o1
→ 7	-8	nt	nt	-10	3	0.2	nt
COC(=O)c1ccccc1NC(=O)CSc1nncn1-c1ccccn1
→ -4	-4	-32	-16	-16	-2	0.4	1

# Among those listed so far, 2 contain a Cl atom.
# Results follow in this order: ERAP1 HTS inh	S100A4 inh HTS	C2C12 statin	PGC1a acetyl inh	LGR2 antag	SIRT5 block	XiGFP reactiv	Cneo AK release
Cc1nn(-c2ncc(C(F)(F)F)cc2Cl)c(=O)n1-c1ccccc1F
→ 1	-13	2	8	0	-4	0.2	0
C[C@H](CO)N1C[C@H](C)[C@@H](CN(C)Cc2ccccc2)Oc2ccc(NS(=O)(=O)c3ccc(Cl)cc3)cc2CC1=O
→ 0	-9	58	nt	5	4	0.1	-2

# (more compounds)
# Results follow in this order: ERAP1 HTS inh	S100A4 inh HTS	C2C12 statin	PGC1a acetyl inh	LGR2 antag	SIRT5 block	XiGFP reactiv	Cneo AK release
Cc1oc(-c2ccccc2)cc1C(=O)Nc1cccc(/C=C/C(=O)O)c1
→ -32	3	nt	2	4	0	-0.1	nt
Cc1cc(O)cc(=O)n1-c1ccc(OC(F)F)cc1
→ 1	-5	nt	nt	-23	nt	0.0	nt
COc1ccccc1C(=O)Nc1cccc2c1CCCC2
→ -1	-4	-19	7	-1	0	2.6	2
COc1ccc(CN(C)C[C@H]2OCCCC[C@@H](C)Oc3ccc(NC(=O)Nc4ccc(C(F)(F)F)cc4)cc3C(=O)N([C@H](C)CO)C[C@H]2C)cc1
→ -2	-6	-83	21	nt	12	0.0	6
COc1ccc(-c2cnc3c(c2)C(=O)N([C@H](C)CO)C[C@@H](C)[C@@H](CN(C)S(=O)(=O)c2ccc(OC)cc2)O3)cc1
→ nt	nt	4	21	-5	nt	-0.1	nt
Cc1cccc(C(=O)O)c1[N+](=O)[O-]
→ -2	-17	1	3	11	nt	nt	0
Cc1ccc(S(=O)(=O)NCC(c2cccnc2)N2CCN(Cc3ccccc3)CC2)cc1 (configuration not stated)
→ 0	-3	-7	nt	6	-2	0.3	4
O=C(CN1CCN(c2ccccn2)CC1)Nc1ccc(OC(F)(F)F)cc1
→ -3	-2	-11	nt	-6	-4	0.0	2
CC(C)C#Cc1cnc2c(c1)C(=O)N([C@@H](C)CO)C[C@@H](C)[C@@H](CN(C)C(=O)Nc1ccccc1)O2
→ -2	12	11	-12	-3	-2	-1.4	2
COc1cccc(NC(=O)N2C[C@H](O)COC[C@H]3O[C@@H](CC(=O)N(C)C)CC[C@@H]32)c1
→ -3	12	-4	-2	-3	5	0.0	-1
Nc1ccc(S(=O)(=O)NC2(C(F)(F)F)NC(=O)N(c3ccc(F)cc3)C2=O)cc1 (configuration not stated)
→ -1	-1	7	-8	0	-1	0.0	-2
O=C1C=C(/C=C/C2C=CC=CC2)C[C@@H](c2ccc(Cl)cc2)C1 (some centres not stated)
→ -3	-3	4	-4	8	nt	0.0	-2
O=C(O)c1ccc(NC(=O)C(c2ccccc2)c2ccccc2)cc1
→ -2	-3	5	27	9	-2	0.0	-1
COc1ccc(NC(=O)COc2ccc(C)c(C)c2)cc1S(=O)(=O)N1CCCCC1
→ 1	0	-1	nt	3	1	?	-2
C[C@@H]1CN([C@@H](C)CO)C(=O)c2cc(C#C[C@@H](C)O)cnc2O[C@H]1CN(C)C(=O)Nc1ccc(F)cc1
→ 5	-3	19	-4	9	-8	-1.2	-3
Clc1ccccc1CSc1cc2c(nn1)-c1ccccc1CC2
→ nt	nt	-15	-23	-16	nt	nt	-6
O=S(=O)(c1ccc(F)cc1)N1CCC(c2nc3ccccc3[nH]2)CC1
→ -1	-2	-7	nt	-7	-4	0.0	-2
CCNC(=O)Nc1ccc2c(c1)C(=O)N(C)[C@@H]1CC[C@@H](CC(=O)NCc3ccccc3F)O[C@@H]1CO2
→ -2	-39	0	-3	17	1	0.4	3
Nc1nonc1-n1nnc(C(=O)N/N=C/c2cccnc2)c1CSC1=NCCS1
→ -5	-8	nt	1	11	-2	-0.1	-5
COc1ccc(NC(=O)/C(N=Nc2ccc(Cl)c(S(=O)(=O)Nc3ccc(Cl)cc3)c2)=C(\C)O)cc1
→ 0	8	-9	-3	-6	0	-0.1	-1
CC(=O)N1CCN(CC(=O)Nc2c(Cl)ccc(C)c2Cl)CC1
→ -3	-15	-5	-3	-2	2	0.3	2
CN(c1ccc(F)cc1)S(=O)(=O)c1ccc(Cl)c(C(=O)NCC2(N3CCOCC3)CCCCC2)c1
→ 1	-21	-19	nt	4	3	0.1	-7
CCCC(=O)NC(c1ccccc1)c1c(O)ccc2ccccc12 (configuration not stated)
→ -1	-2	12	-10	13	-4	0.0	0
O=C(NCCc1nnc2ccc(NCc3cccnc3)nn12)c1ccccc1F
→ nt	9	nt	nt	-6	-3	-0.1	nt
COc1ccc(CCNS(=O)(=O)c2ccc3c(c2)CCCC3)cc1OC
→ -2	-7	8	-2	-11	-4	0.0	0
N#CCC(=O)Nc1ccc(C(=O)OCC(=O)c2ccc3c(c2)NC(=O)CO3)cc1
→ 2	-6	0	-2	12	0	0.0	0
O=C(COC(=O)c1ccc(Cl)nc1)NCc1ccc(F)cc1
→ -2	0	6	5	nt	-3	0.2	0
COc1ccc(NC(=O)COC(=O)CNC(=O)COc2ccccc2)cc1OC
→ -1	-2	-4	nt	0	-2	0.1	nt
COc1ccc(CNC(=O)CNS(=O)(=O)c2cccc(C#N)c2)cc1OC
→ -1	-4	7	nt	-7	-3	0.0	1
O=C(NCc1ccon1)C1CCC(=O)N(CCc2ccc(Cl)cc2)C1 (configuration not stated)
→ 2	-5	1	-7	8	0	1.2	0
COc1cc2c(cc1OC)CN(C(=O)CCNS(=O)(=O)c1ccc(Br)cc1)CC2
→ 5	5	10	nt	0	-6	-0.1	nt
CCC(=O)N(Cc1cc(=O)[nH]c2ccccc12)c1ccccc1
→ 0	-2	8	-1	10	0	0.2	-3
Cc1noc(C)c1NC(=O)N(C)C[C@@H]1Oc2ccc(NS(=O)(=O)c3ccc(F)cc3)cc2C(=O)N([C@H](C)CO)C[C@H]1C
→ -2	-14	11	4	10	-5	-0.8	-5
O=C1[C@@H](Oc2ccccc2)[C@@H](c2ccccc2)N1c1cccnc1
→ 3	0	5	1	?	-7	-0.1	-2
Cc1nnc(SC(C)C(=O)Nc2ccc3ccccc3c2)n1C (configuration not stated)
→ 2	1	1	1	4	0	0.0	2
COCCNC(=O)C12CC3CC(C1)CC(c1ccccc1)(C3)C2
→ 9	-3	nt	-16	-21	-3	0.0	nt
CC(C)Cc1nnc(NC(=O)CC(C)c2ccccc2)s1 (configuration not stated)
→ 0	6	3	nt	-17	-4	0.0	4
COc1ccc(/C=C(\C#N)C(=O)Nc2cccc3ncccc23)cc1OC
→ nt	1	nt	nt	-3	0	-0.1	nt
O=C(Cc1ccsc1)NNC(=O)c1ccc(F)cc1
→ 1	11	6	nt	11	-1	0.2	nt
CO[C@H]1CN(C)C(=O)c2ccc(NC(=O)c3ccc(F)cc3)cc2OC[C@@H](C)N(C(C)=O)C[C@H]1C
→ -3	-56	-6	0	-11	-1	-0.1	-10
COc1ccc(S(=O)(=O)Nc2c(C)c(C)cc3c2ncn3C)cc1
→ -4	-3	10	-4	-4	-6	0.5	1

# Six compounds out of the list above, ordered by the value under PGC1a acetyl inh, descending.
Molecule | ERAP1 HTS inh | S100A4 inh HTS | PGC1a acetyl inh | LGR2 antag | SIRT5 block
Cc1noc(C)c1NC(=O)N(C)C[C@@H]1Oc2ccc(NS(=O)(=O)c3ccc(F)cc3)cc2C(=O)N([C@H](C)CO)C[C@H]1C | -2 | -14 | 4 | 10 | -5
Cc1nnc(SC(C)C(=O)Nc2ccc3ccccc3c2)n1C (configuration not stated) | 2 | 1 | 1 | 4 | 0
CO[C@H]1CN(C)C(=O)c2ccc(NC(=O)c3ccc(F)cc3)cc2OC[C@@H](C)N(C(C)=O)C[C@H]1C | -3 | -56 | 0 | -11 | -1
CCC(=O)N(Cc1cc(=O)[nH]c2ccccc12)c1ccccc1 | 0 | -2 | -1 | 10 | 0
COc1ccc(S(=O)(=O)Nc2c(C)c(C)cc3c2ncn3C)cc1 | -4 | -3 | -4 | -4 | -6
COCCNC(=O)C12CC3CC(C1)CC(c1ccccc1)(C3)C2 | 9 | -3 | -16 | -21 | -3
